V1aR counter – V1a receptor agonism, counter-screen for OXTR agonists. AID 2797. activation, % at 3 µM. CHO-V1R cells, Fluo-8 calcium fluorescence, agonist mode; 0% DMSO, 100% 3 nM vasopressin. 0.25% of 320,000 active;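 active means activation above the mean activation of all tested compounds plus 3 SD, per screening run, cut at about 20% in these data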;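 further: signal is peak over basal fluorescence ratio across a 100 second FLIPR read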
CHO parental Ca – signal in parental CHO cells, OX1R antagonist counter-screen. parental CHO-K1, ATP-induced calcium, Fluo-8 fluorescence. inhibition, % at 5.6 µM. 0.63% of 330,000 active;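 active means inhibition above that plate's mean sample inhibition plus 3 SD, cut at about 26% in these data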;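 further: 0% = ATP-challenged DMSO wells and 100% = DMSO wells without ATP; some compounds past the cut are filed as inactive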
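test system = CHO parental line | reagent = ATP stimulus | measured by = intracellular calcium via Fluo-8 no-wash fluorescent dye | control set = ATP and no-ATP DMSO wells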
CHO-K1 Ca antag – nonselective inhibitor or artifact in parental CHO-K1 cells | ATP-induced calcium, Fluo-8 fluorescence | inhibition, % at 3 µM | 0.6% of 360,000 active;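 active means inhibition above a per-plate cutoff, the plate's mean sample inhibition plus 3 SD, cut at about 24% in these data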;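 further: 0% = DMSO plus EC80 ATP and 100% = DMSO alone without ATP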
M1 PAM parental – M1 PAM counterscreen hit in parental CHO-K1 cells; ATP EC20, Fluo-8 calcium fluorescence; 0% at ATP EC20, 100% at ATP max; activation, % at 3 µM; 0.02% of 360,000 active; AID 602247;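 active means activation above the run cutoff, the mean activation of all test compounds plus 3 SD, cut at about 40% in these data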;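 further: peak over basal fluorescence ratio in a 140 s read after ATP addition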
CHRM1 agonist – agonists of human M1 muscarinic receptor. CHO-K1 hM1, Fluo-8 calcium fluorescence, agonist mode; 0% DMSO, 100% acetylcholine EC100. activation, % at 3 µM. AID 588814. P11229. 0.33% of 360,000 active;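 active means activation above the run's mean compound activation plus 3 SD, cut at about 16% in these data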;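 further: peak over basal fluorescence ratio within a 140 s kinetic read after compound addition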
Target sequence (P11229 whole entry, looked up): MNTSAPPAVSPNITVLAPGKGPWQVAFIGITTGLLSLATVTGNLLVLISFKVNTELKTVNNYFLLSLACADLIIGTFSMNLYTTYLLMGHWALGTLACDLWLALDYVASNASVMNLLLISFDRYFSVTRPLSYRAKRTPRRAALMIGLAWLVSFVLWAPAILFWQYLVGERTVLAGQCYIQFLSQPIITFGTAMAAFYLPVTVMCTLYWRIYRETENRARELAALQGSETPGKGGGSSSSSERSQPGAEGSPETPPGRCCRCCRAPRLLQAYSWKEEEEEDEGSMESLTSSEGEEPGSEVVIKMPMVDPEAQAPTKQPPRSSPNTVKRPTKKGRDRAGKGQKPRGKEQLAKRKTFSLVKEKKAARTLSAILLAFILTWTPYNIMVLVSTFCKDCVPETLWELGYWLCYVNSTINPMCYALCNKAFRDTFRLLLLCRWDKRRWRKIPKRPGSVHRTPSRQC
OXTR potentiate – potentiators of human oxytocin receptor. CHO-OTR cells, Fluo-8 calcium fluorescence, potentiator mode; 0% = oxytocin EC15, 100% = EC100. AID 2445. P30559. 0.061% of 320,000 active. activation, % at 3 µM;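 active means activation above that plate's cutoff, the mean activation of tested compounds plus 3 SD, cut at about 6.6% in these data, passing the limit was not always enough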;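 further: 100% uses oxytocin at 75 nM as the full agonist control; some results filed as inactive read as strong as hits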
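Material: CHO-OTR cells, human receptor; compound dosing: single dose, 3.0 µM nominal final compound concentration; schedule: 6 min compound pre-incubation at room temperature, 100 s kinetic read; measured by: kinetic Fluo-8 calcium fluorescence; read-out basis: % activation vs EC15 and EC100 oxytocin; controls: EC15 oxytocin alone as 0%, 75 nM oxytocin as 100%; replicates: singlicate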
TAAR1 ag – human TAAR1 agonism | activation, % at 3 µM | 0.99% of 360,000 active | Q96RJ0 | CHO RD-HGA16 TAAR1, Fluo-8 calcium fluorescence; vehicle wells 0%, saturating PEA agonist 100%;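 active means activation above the mean activation of all test compounds in the run plus 3 SD, cut at about 38% in these data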
Target sequence (Q96RJ0 whole entry, looked up): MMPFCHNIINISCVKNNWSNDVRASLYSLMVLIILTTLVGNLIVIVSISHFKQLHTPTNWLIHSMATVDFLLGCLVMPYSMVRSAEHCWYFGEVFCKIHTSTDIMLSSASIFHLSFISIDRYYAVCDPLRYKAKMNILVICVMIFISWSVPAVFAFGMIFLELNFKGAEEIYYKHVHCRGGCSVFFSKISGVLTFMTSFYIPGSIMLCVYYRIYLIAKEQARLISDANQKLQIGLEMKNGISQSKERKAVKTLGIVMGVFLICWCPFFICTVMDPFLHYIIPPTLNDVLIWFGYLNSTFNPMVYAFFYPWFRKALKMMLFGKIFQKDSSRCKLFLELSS
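Test system: RD-HGA16 (CHO) cells co-expressing Gα16 and hTAAR1; dosing: one-point dosing at 3 µM (nominal); timing: 17-24 h seeding, 75 min 37 °C dye, 30 min RT; signal: kinetic Fluo-8 calcium fluorescence; read-out basis: % activation relative to PEA EC100 response; controls: DMSO and PEA EC100; replicates: n 1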
TAAR1 antag – human TAAR1 antagonism. CHO RD-HGA16 TAAR1, Fluo-8 calcium fluorescence, antagonist. inhibition, % at 3 µM. 1.5% of 360,000 active. Q96RJ0;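 active means inhibition above a per-plate cutoff, the mean inhibition of test compounds on that plate plus 3 SD, cut at about 49% in these data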;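 further: 0% = DMSO plus EC80 beta-PEA response and 100% = DMSO alone without agonist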
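Material: CHO RD-HGA16 cells bearing hTAAR1; compound dosing: one-point dosing, 3 µM nominal final; schedule: dye loading 75 min at 37 °C, then 30 min room temperature; measured by: calcium fluorescence with Fluo-8; control set: vehicle and agonist controls; replication: n of 1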
M1 ag parental – M1 agonist counterscreen hit in parental CHO-K1 cells; Fluo-8 calcium fluorescence; scaled to maximal ATP response, vehicle zero; activation, % at 3 µM; 0.48% of 360,000 active; in the data active means activation above about 15%;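 further: untransfected CHO-K1 host cells lacking M1 receptor as counterscreen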
* marks the source's active call; other numbers are inactive results; . = no result given.

Every second line gives: V1aR counter, CHO parental Ca, CHO-K1 Ca antag, M1 PAM parental, CHRM1 agonist, OXTR potentiate, TAAR1 ag, TAAR1 antag, M1 ag parental
CCOc1ccccc1NC(=O)CSc1nnc(-c2cnccn2)n1C
→ -1.0, -14.8, -5.7, 17.8, -6.8, -6.8, 4.6, 6.9, 0.7
CC(C)CN1CN(Cc2ccccc2)CNC1=S
→ -0.2, -5.1, -5.0, 22.4, -2.9, 0.9, -0.7, -0.4, 0.5
O=C(c1ccoc1)N1CCCC(N2CCN(c3cccc(C(F)(F)F)c3)CC2)C1 (centres undefined)
→ 1.0, -24.9, -6.1, 5.9, -4.8, -2.6, -1.2, -9.7, 0.6
O=C(NC12CC3CC(CC(C3)C1)C2)N1CCCC(CO)C1 (centres undefined)
→ 0.7, -4.7, -6.7, 11.3, -1.2, -3.0, 10.8, -5.5, 0.3
CC1=C/C(=C(/c2cc(C)c(O)c(Br)c2)c2ccccc2S(=O)(=O)O)C=C(Br)C1=O
→ 1.3, 4.8, -11.7, 14.2, -1.8, -8.0, 0.2, 0.2, 0.2
Cc1cccc(N(C(=O)c2snc(C(N)=O)c2N)C(C(=O)NCc2ccccc2)c2ccncc2)c1 (centres undefined)
→ -0.8, -28.6, -7.5, -6.1, -3.5, -2.9, -0.4, -17.6, 0.0
Cc1ccc2cccc(O)c2[n+]1[O-]
→ 0.1, -4.2, -6.0, 17.4, -4.3, -10.3, 11.5, 1.8, 0.5
Cn1c(SCC(=O)c2ccccc2)nnc1-c1cnccn1
→ -0.1, -6.5, -7.4, 14.7, -3.7, -11.1, 8.7, 10.1, 0.4
COc1cc(CNCCO)ccc1OCCc1ccccc1
→ 1.6, -0.8, -3.0, 29.7, -1.7, -11.2, 5.0, -17.8, 5.1
CCCCCC(=O)NN=C1CCN(Cc2ccccc2)CC1
→ -0.7, -9.5, -7.3, 4.5, -5.5, -4.5, -0.8, 9.5, 0.4
CCOC(=O)CNC(=O)CSc1nnnn1-c1cc(C)ccc1C
→ 1.0, 0.8, -8.3, 18.6, 6.4, -17.4, 0.9, 3.6, 0.3
COC(=O)c1cc(-c2ccc(OC)cc2F)nc2nc(SC)[nH]c(=O)c12
→ 0.6, -6.6, -14.9, 4.1, -5.2, -1.1, -1.2, -1.8, 0.0
COc1ccc2c(c1)CC/C(=C\c1ccc(OC)c(Cn3cccn3)c1)C2=O
→ 7.1, -20.4, 4.8, 12.7, 1.6, -19.6, 11.6, 60.4*, 3.7
COCC(O)CSc1c([N+](=O)[O-])nc(C)n1Cc1ccc(OC)c([N+](=O)[O-])c1 (centres undefined)
→ -0.7, -6.1, 4.8, -6.6, -2.6, -21.8, 10.4, -2.8, -0.2
C[C@H](O)[C@@H]1CN2CCc3c([nH]c4ccccc34)[C@@H]2C[C@@H]1N(C)Cc1cc(Cl)cc(Cl)c1
→ ., ., -7.6, -8.3, 32.7*, ., 3.3, -10.7, 0.1
CC(C)=CCOc1ccc([C@@H]2COc3c(ccc4c3C=CC(C)(C)O4)C2)c(O)c1
→ -0.1, 2.9, -1.5, 12.2, -1.6, -7.9, 4.4, 30.0, 1.1
Cn1nc(CC(=O)NCc2ccc(F)cc2)c2ccccc2c1=O
→ 6.2, 3.6, 3.4, 4.0, 5.5, -8.8, 5.8, 1.2, 5.2
CCc1cccc2c(C=C(C#N)C#N)cn(CC(=O)N3CCCCC3)c12
→ 0.6, -11.5, -8.0, 5.5, 0.8, 4.5, 5.9, -21.4, 0.1
O=C(COC(=O)c1ccccc1O)Nc1ccc(OC(F)F)cc1
→ 3.5, 12.5, -9.2, 17.3, -2.5, -5.6, 16.6, 10.5, 1.8
COc1ccccc1CNC(=O)C(=O)NCC1CCCN1S(=O)(=O)c1cc(C)ccc1C (centres undefined)
→ ., ., -4.2, -7.8, -5.3, ., 2.0, -16.6, 1.4

Next part; the last six above are carried over.
Every second line gives: V1aR counter, CHO parental Ca, CHO-K1 Ca antag, M1 PAM parental, CHRM1 agonist, OXTR potentiate, TAAR1 ag, TAAR1 antag, M1 ag parental
C[C@H](O)[C@@H]1CN2CCc3c([nH]c4ccccc34)[C@@H]2C[C@@H]1N(C)Cc1cc(Cl)cc(Cl)c1
→ ., ., -7.6, -8.3, 32.7*, ., 3.3, -10.7, 0.1
CC(C)=CCOc1ccc([C@@H]2COc3c(ccc4c3C=CC(C)(C)O4)C2)c(O)c1
→ -0.1, 2.9, -1.5, 12.2, -1.6, -7.9, 4.4, 30.0, 1.1
Cn1nc(CC(=O)NCc2ccc(F)cc2)c2ccccc2c1=O
→ 6.2, 3.6, 3.4, 4.0, 5.5, -8.8, 5.8, 1.2, 5.2
CCc1cccc2c(C=C(C#N)C#N)cn(CC(=O)N3CCCCC3)c12
→ 0.6, -11.5, -8.0, 5.5, 0.8, 4.5, 5.9, -21.4, 0.1
O=C(COC(=O)c1ccccc1O)Nc1ccc(OC(F)F)cc1
→ 3.5, 12.5, -9.2, 17.3, -2.5, -5.6, 16.6, 10.5, 1.8
COc1ccccc1CNC(=O)C(=O)NCC1CCCN1S(=O)(=O)c1cc(C)ccc1C (centres undefined)
→ ., ., -4.2, -7.8, -5.3, ., 2.0, -16.6, 1.4
COc1ccc(Br)cc1C(=O)Nc1ccc(N2CCCC2)cc1
→ 0.6, -6.8, -1.7, 7.5, -6.0, -6.3, -1.7, -4.4, -0.2
Cc1[nH]c2c(Br)cccc2c1[C@H]1[C@@H](CC#N)C1(C)C
→ -1.1, -26.2, 5.3, 1.2, -5.5, -5.0, 13.9, 11.5, 0.2
COC(=O)c1sc(C(F)(F)F)c(-c2ccccc2)c1S(=O)(=O)N1CCCC1
→ -1.3, -26.6, -8.6, 7.5, -4.2, 7.7, -0.9, -25.2, 4.0
COC(=O)[C@H](CCSC)NC(=O)Cn1cnc2c(OCc3ccccc3)ncnc21
→ 6.3, -17.6, -2.1, 9.2, 3.7, -4.1, 11.2, -17.4, 1.2
CC(C)c1ccc(NC(=O)N2CCc3nc(NCc4cccc(Oc5ccccc5)c4)ncc3C2)cc1
→ ., ., -5.1, 17.3, -5.0, ., -1.4, -2.9, 4.2
CCOc1ccccc1C1C(C(=O)Nc2ccc(OC)cc2)=C(C)Nc2nc(CCCO)nn21 (centres undefined)
→ 0.0, -17.3, -17.1, 39.8, -2.0, -6.0, -0.1, 4.2, 0.5
O=C(CSc1nnc(-c2cccnc2)s1)Nc1ccnc2ccccc12
→ 8.8, 26.9, 25.6*, 8.8, -2.3, -8.9, 9.8, 31.5, 14.6
COc1cccc(CNC(=O)C2CC(=O)N(C3CCCCC3)C2)c1 (centres undefined)
→ 0.0, -16.8, -15.8, 21.7, -5.2, -6.3, 2.2, -4.9, 1.4
CCn1c(=O)c(CCC(=O)NCC2CCCO2)c(C)c2c(C)nn(-c3ccccc3)c21 (centres undefined)
→ 0.1, -23.3, -15.0, 7.4, -7.3, -9.0, 1.4, -0.2, 4.4
O=C(c1ccccc1)c1coc2ccc(O)c(Cl)c12
→ -0.9, -13.9, 5.2, -0.6, -2.8, -6.9, 5.9, 9.1, 0.4
O=C(O)Cn1ccc2cc(S(=O)(=O)N3CCCCC3)ccc21
→ ., ., -1.4, -4.9, 3.7, ., 1.2, -8.0, -0.4
CC1(C(=O)NS(=O)(=O)c2ccccc2)CCN1C(=O)Cc1ccccc1 (centres undefined)
→ ., ., 5.0, -2.1, 3.9, ., 2.8, -11.5, 0.0
CCOC(=O)CC1C(=O)NCCN1C(=O)Nc1ccccc1 (centres undefined)
→ 0.4, -7.0, -4.2, 23.9, -3.2, -10.8, 3.1, -12.1, 0.9
CN(C)/C=N/c1nc2nccc(-c3ccccn3)n2n1
→ 0.8, -9.4, -1.2, 3.7, -2.7, -0.4, 9.5, 17.7, 1.0
O=C1/C(=C/c2ccccc2)SC(=S)N1N1C(=O)C2CC2C1=O (centres undefined)
→ 1.0, -2.1, 11.1, -3.7, -5.0, -9.7, 8.9, 14.1, -0.3
O=C1CCCN1c1ccc(S(=O)(=O)Nc2ccc3c(c2)OCCO3)cc1
→ 10.4, 1.2, -15.8, -3.8, 1.8, -13.5, 3.9, 21.2, 9.8
Cc1ccc(/C=N/NC(=O)c2cc3ccccc3cc2O)o1
→ 1.6, 9.7, 15.3, 1.8, 3.0, -6.5, 0.8, -5.8, 0.2
Nc1cc(C(=O)OCC(=O)NCCC2=CCCCC2)ccc1Cl
→ -0.9, -15.8, -8.3, -4.3, -3.9, -2.8, 11.2, 15.3, -0.3
CCSc1nnc(N2C(=O)C(O)=C(C(=O)c3ccco3)C2c2cccc(OC)c2)s1 (centres undefined)
→ 31.4*, 25.1, -0.8, -7.8, -1.5, -5.4, 0.1, -28.6, 0.5
Cc1nc(C)c(C(=O)OCC(=O)NCCc2ccc(F)cc2)s1
→ ., ., 0.2, 3.7, -1.1, ., 1.7, -7.6, 0.0
O=C1c2cc(Br)ccc2OC2C=CC=CC12 (centres undefined)
→ ., 0.0, -14.8, 15.4, -10.3, ., 3.5, -11.1, -0.1
O=C(CN1C(=O)c2cccc3cccc1c23)Nc1cccnc1
→ 0.6, -8.2, 7.0, 6.8, -2.3, -1.0, 2.1, -2.6, 0.5
Cc1ccc(-c2noc(C3CCCCC3)n2)cc1
→ -0.2, -14.5, -2.3, 5.6, -1.8, -2.5, 34.6, -3.7, 0.1
COc1ccc(-n2c(CNC(=O)c3ccc(S(=O)(=O)N4CCCC4)cc3)n[nH]c2=S)cc1
→ 0.8, -5.4, -7.9, 5.2, -4.2, 1.3, 4.6, 16.0, 0.6
COc1ccccc1Cc1c(-c2ccc(C#N)cc2)nc2ccc(C)cn12
→ ., ., -18.7, 18.8, ., ., 3.7, 9.2, 0.6
CCc1cccc(NC(=O)C2CCCN2S(=O)(=O)c2cccc3cccnc23)c1 (centres undefined)
→ 2.3, -29.7, 4.3, -6.8, -0.3, -5.1, 0.3, -30.8, 0.1
CCC(C)N1C(=O)CCC1C(=O)NCCc1ccc(Cl)cc1 (centres undefined)
→ 0.0, -13.5, -10.0, 6.2, -3.6, -6.4, 4.3, -17.0, 1.7
CSCCC(NS(=O)(=O)c1ccc(Cl)cc1)C(=O)OCC(=O)NC1CC1 (centres undefined)
→ 0.6, -15.6, 0.9, 11.2, -1.6, -6.2, 3.8, -9.3, -0.3
